High-throughput results deposited in PubChem by several laboratories.
Tat transport = E. coli Tat transport inhibition; 340,000 tested, 0.036% active; E. coli MC4100 TorA-mCherry Tat export, fluorescence; inhibition, % at 10 µM;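 active means mean replicate inhibition at least 50% and at least half of replicates individually reaching 50%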;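 further: exported cargo escapes ClpAP degradation while cytoplasmic cargo is degraded and loses fluorescence; 0% = median of neutral control wells and 100% = median of NaSCN control wells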
Mot1-301 SUMO = blocks SUMOylation pathway, rescuing yeast Mot1-301 growth | S. cerevisiae Mot1-301 growth rescue, ATP luminescence, 38.5C; percent above DMSO median, 100 means doubled | growth rescue, % at 18.8 µM | 320,000 tested, 1% active | AID 2716;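 active means every valid replicate shows activation above 250% relative to neutral control wells; inactive means the rest, any valid replicate at or below 250%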;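 further: OY570 slx delta 5 strain wells were the positive control but not used for scaling; some compounds called inactive have numbers as strong as hits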
CDK5 inh = inhibitors of human CDK5/p35 kinase | 330,000 tested, 0.01% active | inhibition, % at 10 µM | Q00535+Q15078 | AID 488839 | Recombinant CDK5/p35, ADP-Glo luminescence, 60 min;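 active means highest replicate inhibition of at least 50% and at least 75% of replicates reaching 50%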;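 further: plate controls were DMSO neutral control for no effect and GW8510 at 10 µM for full effect; many of its hits are not listed in these tables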
Target sequence (Q00535 whole entry, looked up): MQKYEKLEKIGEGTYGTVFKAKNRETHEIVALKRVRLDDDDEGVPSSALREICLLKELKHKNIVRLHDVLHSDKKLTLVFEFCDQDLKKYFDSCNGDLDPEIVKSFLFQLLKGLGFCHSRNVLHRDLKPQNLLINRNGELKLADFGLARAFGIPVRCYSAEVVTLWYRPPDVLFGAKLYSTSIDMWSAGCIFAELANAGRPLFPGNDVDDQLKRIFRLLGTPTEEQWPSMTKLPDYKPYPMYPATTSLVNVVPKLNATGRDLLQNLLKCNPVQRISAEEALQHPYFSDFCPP
Target sequence (Q15078 whole entry, looked up): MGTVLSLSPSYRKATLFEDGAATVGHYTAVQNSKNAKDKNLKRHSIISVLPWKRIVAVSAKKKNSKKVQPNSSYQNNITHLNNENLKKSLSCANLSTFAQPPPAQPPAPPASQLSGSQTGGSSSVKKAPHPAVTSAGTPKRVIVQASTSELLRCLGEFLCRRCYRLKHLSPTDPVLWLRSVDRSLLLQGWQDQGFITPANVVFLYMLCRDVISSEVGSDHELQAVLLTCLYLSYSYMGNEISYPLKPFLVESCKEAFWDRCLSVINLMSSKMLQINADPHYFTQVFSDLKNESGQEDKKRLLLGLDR
HTR5A ag ctr = activates human HTR5A in OPRM1-OPRD1 agonist counter-screen; activation, % at 9.3 µM; HTR5A agonist assay, luminescence, cell-based; P47898; AID 504692; 340,000 tested, 0.61% active; in the data active means activation mostly above about 9.5%, no sharp cut-off; inactive means mostly below about 7.6%;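 further: 0% = cells with vehicle only and 100% = reference agonist; strong numbers were not always called active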
PKA-R1A activ = PKA-R1A complex activation | activation, % at 11.4 µM | P00514+P68181 | 340,000 tested, 0.083% active | PKA-R1A dissociation, Cy5-IP20 fluorescence polarization; scaled: DMSO 0%, 113 µM cGMP 100%;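 active means percent activation above the mean of all tested compounds plus 3 SD, cut at about 19% in these data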;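 further: higher means more PKAc released from R1A so a rise in polarization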
PKA-R2B act = activators of human PKA-R2B complex | P22694+P31323 | PKA-R2B holoenzyme dissociation, Cy5-IP20 fluorescence polarization; R2B truncated from residue 108, S112A mutant; 0% DMSO only, 100% 113 µM cGMP | activation, % at 11.4 µM | 340,000 tested, 0.079% active;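 active means activation above a cutoff set at the mean over all compounds plus 3 SD, cut at about 18% in these data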;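 further: higher means more holoenzyme dissociation and a rise in polarization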
Ecoli viability = counter-screen for AddAB inhibitors: E. coli growth inhibition; E. coli V3065 growth, OD600 absorbance, 18 h; inhibition, % at 11.9 µM; 330,000 tested, 0.27% active; AID 449728;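 active means inhibition above the campaign's mean inhibition across all tested compounds plus 3 SD, cut at about 9.9% in these data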;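 further: uninfected addAB+ strain grown without phage in ampicillin broth; 0% = DMSO wells and 100% = ciprofloxacin 0.95 µg/ml wells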
DAGLB inh = blocks human DAGLB lipase activity | HEK293T DAGLB membrane lysate, EnzChek fluorogenic substrate | inhibition, % at 5.17 µM | 340,000 tested, 0.059% active | AID 504411; in the data active means inhibition above about 34%;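 further: 0% = enzyme with vehicle and 100% = wells lacking enzyme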
phage Ecoli inh = E. coli growth loss with phage present. AID 651602. 360,000 tested, 0.26% active. growth absorbance. inhibition, % at 11.9 µM; in the data active means inhibition above about 11%
AddAB inh = less growth of phage-infected E. coli with AddAB; E. coli expressing H. pylori AddAB, absorbance growth; inhibition, % at 11.9 µM; 330,000 tested, 0.29% active; AID 435030; in the data active means inhibition above about 12%;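 further: 0% = vehicle wells of infected cells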
HTR5A inv ctr = inverse agonist of human HTR5A in OPRM1-OPRD1 counter-screen | 340,000 tested, 0.083% active | inhibition, % at 9.3 µM | HTR5A cell line, luminescence, inverse agonism; in the data active means inhibition mostly above about 23%, no sharp cut-off; inactive means mostly below about 18%;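 further: 0% = cells with DMSO and 100% = no-cell wells with DMSO; some compounds called inactive have numbers as strong as hits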
An asterisk follows results filed as active; / = no result given.

SMILES | Tat transport | Mot1-301 SUMO | CDK5 inh | HTR5A ag ctr | PKA-R1A activ | PKA-R2B act | Ecoli viability | DAGLB inh | phage Ecoli inh | AddAB inh | HTR5A inv ctr
CCCN1CCN(C(=S)NCc2ccc(Cl)cc2)CC1 | -8 | 193 | -2.0 | 0 | -5 | -11 | 2.8 | 0 | 4.6 | 2.7 | 0
COc1ccccc1N1CCN(S(=O)(=O)c2cn(C)cn2)CC1 | -7 | 272 | -1.3 | -2 | 11 | 10 | 0.3 | 2 | -1.5 | 5.2 | 6
Cc1sc2ncnc(N3CCN(S(=O)(=O)c4ccccc4)CC3)c2c1C | 2 | 8 | 0.6 | -1 | 2 | -7 | -0.2 | -1 | / | 1.3 | 10
COc1ccc(C(=O)Nc2ccc(S(=O)(=O)Nc3cc(C)nc(C)n3)cc2)cc1OC | -8 | 53 | -0.6 | -4 | -15 | 1 | -0.3 | 0 | 4.6 | 1.4 | 2
CC(C)N(CCCNC(=O)C1CCN(C(=O)c2cc3sccc3n2C)CC1)Cc1ccccc1 | -5 | 322 | 0.7 | -3 | -13 | -3 | -0.8 | 0 | -1.0 | 1.0 | 3
CC(c1ccon1)N(C)Cc1cn(Cc2ccccc2)nc1-c1ccc2c(c1)OCO2 (stereo unspecified) | 3 | 0 | -0.2 | 4 | 0 | -10 | -1.8 | -6 | 3.8 | 2.3 | -10
COc1ccc(CCNC(=O)c2ccccc2NC(=O)C2=C(C)OCCS2)c(OC)c1 | -10 | 2 | / | -2 | -4 | 12 | -0.7 | -8 | 0.5 | -0.3 | -16
COc1cccc(C2=NOC(C(=O)N3CCN(c4ccccc4)CC3)C2)c1OC (stereo unspecified) | 4 | -2 | 0.6 | 10 | -12 | -1 | -1.7 | -4 | 1.6 | -0.2 | 11
Cc1cc(Cl)ccc1N1C(=O)CC(NNC(=O)c2cccnc2)C1=O (stereo unspecified) | -12 | -7 | 2.0 | -1 | -8 | 1 | 0.2 | 5 | 3.2 | 7.0 | -10
OCC1(Cc2ccc(Cl)cc2)CCN(CC2CC=CCC2)CC1 (stereo unspecified) | -6 | 36 | -4.0 | -4 | 0 | -5 | 1.3 | -1 | 0.8 | 2.6 | 10
O=C(Nc1cccc([N+](=O)[O-])c1)c1cc2ccccc2cc1O | 20 | 185 | 0.8 | 4 | 2 | -5 | 5.1 | 4 | 6.0 | 6.3 | 30
O=C(N/N=C/c1cccc([N+](=O)[O-])c1)c1ccncc1 | 6 | 275 | -1.5 | 2 | 4 | -3 | 0.4 | 2 | 1.2 | 2.2 | -11
CN1CCc2nc(SC(C(=O)O)c3ccccc3)c(C#N)c(-c3cccs3)c2C1 (stereo unspecified) | 16 | 9 | 0.9 | -1 | -15 | 8 | -1.3 | 2 | 0.5 | 0.2 | 3
N/C(=N/OC(=O)c1cccc([N+](=O)[O-])c1)c1cccc([N+](=O)[O-])c1 | -4 | 8 | 1.2 | 4 | -8 | -11 | 1.9 | -1 | 0.8 | -1.3 | -10
CCCCc1ccc(NC(=O)CSc2nc(=O)n(CCCN3CCOCC3)c3c2CCC3)cc1 | 6 | 536* | 1.6 | -9 | 2 | 2 | -0.7 | 0 | 2.2 | 5.2 | 25
O=C1CCN(c2ccccc2)N1 | 0 | / | 2.8 | -3 | -12 | -8 | / | -1 | 2.7 | / | 10
CCOC(=O)c1nnn(-c2ccccc2C#N)c1C | -1 | / | 1.9 | 0 | 20* | 1 | -5.3 | -1 | 2.4 | -0.4 | -19
CCOc1ccc(S(=O)(=O)Nc2cnc3ccccc3c2)cc1 | 0 | -7 | 0.0 | 8 | 5 | 4 | -2.0 | 2 | -1.6 | 1.2 | -6
O=S(=O)(NC1CCSc2ccccc21)c1ccccc1 (stereo unspecified) | 5 | -3 | 1.7 | -1 | 2 | 8 | -0.4 | -5 | 3.6 | 3.2 | 2
NNC(=O)c1ccc([N+](=O)[O-])c(CS(=O)(=O)c2ccc(Cl)cc2)c1 | 0 | 2 | -0.9 | 4 | 5 | 1 | -2.1 | 3 | 1.9 | 2.0 | -9
COc1cc(C(=O)OCC(=O)Nc2c(F)cccc2F)cc(OC)c1C | -7 | -9 | -1.3 | -1 | -7 | 1 | 2.5 | -5 | 1.5 | -1.5 | 2
Cc1cc(NS(=O)(=O)c2ccc(NS(=O)(=O)c3ccc(CC(C)C)cc3)cc2)nc(C)n1 | 1 | -8 | -1.4 | 5 | 7 | 1 | 0.8 | 3 | 5.1 | 2.2 | -14
CCCCOc1ccc(-c2[nH]ncc2C=O)cc1 | -4 | -7 | 2.2 | -1 | -4 | 7 | -0.9 | -2 | 3.0 | 1.3 | 12

Reformatted in markdown: part of the list above
| Molecule | Tat transport | Mot1-301 SUMO | CDK5 inh | HTR5A ag ctr | PKA-R1A activ | PKA-R2B act | Ecoli viability | DAGLB inh | phage Ecoli inh | AddAB inh | HTR5A inv ctr |
| --- | --- | --- | --- | --- | --- | --- | --- | --- | --- | --- | --- |
| O=C(Nc1cccc([N+](=O)[O-])c1)c1cc2ccccc2cc1O | 20 | 185 | 0.8 | 4 | 2 | -5 | 5.1 | 4 | 6.0 | 6.3 | 30 |
| O=C(N/N=C/c1cccc([N+](=O)[O-])c1)c1ccncc1 | 6 | 275 | -1.5 | 2 | 4 | -3 | 0.4 | 2 | 1.2 | 2.2 | -11 |
| CN1CCc2nc(SC(C(=O)O)c3ccccc3)c(C#N)c(-c3cccs3)c2C1 (stereo unspecified) | 16 | 9 | 0.9 | -1 | -15 | 8 | -1.3 | 2 | 0.5 | 0.2 | 3 |
| N/C(=N/OC(=O)c1cccc([N+](=O)[O-])c1)c1cccc([N+](=O)[O-])c1 | -4 | 8 | 1.2 | 4 | -8 | -11 | 1.9 | -1 | 0.8 | -1.3 | -10 |
| CCCCc1ccc(NC(=O)CSc2nc(=O)n(CCCN3CCOCC3)c3c2CCC3)cc1 | 6 | 536* | 1.6 | -9 | 2 | 2 | -0.7 | 0 | 2.2 | 5.2 | 25 |
| O=C1CCN(c2ccccc2)N1 | 0 | / | 2.8 | -3 | -12 | -8 | / | -1 | 2.7 | / | 10 |
| CCOC(=O)c1nnn(-c2ccccc2C#N)c1C | -1 | / | 1.9 | 0 | 20* | 1 | -5.3 | -1 | 2.4 | -0.4 | -19 |
| CCOc1ccc(S(=O)(=O)Nc2cnc3ccccc3c2)cc1 | 0 | -7 | 0.0 | 8 | 5 | 4 | -2.0 | 2 | -1.6 | 1.2 | -6 |

3 entries from above, sorted by the number in PKA-R2B act, descending:
SMILES	Tat transport	Mot1-301 SUMO	CDK5 inh	PKA-R1A activ	PKA-R2B act	DAGLB inh	phage Ecoli inh	AddAB inh
CN1CCc2nc(SC(C(=O)O)c3ccccc3)c(C#N)c(-c3cccs3)c2C1 (stereo unspecified)	16	9	0.9	-15	8	2	0.5	0.2
COc1ccc(C(=O)Nc2ccc(S(=O)(=O)Nc3cc(C)nc(C)n3)cc2)cc1OC	-8	53	-0.6	-15	1	0	4.6	1.4
COc1cccc(C2=NOC(C(=O)N3CCN(c4ccccc4)CC3)C2)c1OC (stereo unspecified)	4	-2	0.6	-12	-1	-4	1.6	-0.2

This is a random part of the collection. About 2.3% of those tested had a hit in this group.
